# IP6K1 inh: blocks human inositol hexakisphosphate kinase 1 | activity change, % (series mostly up to about 58 µM) | AID 1645851 | Q92551 | IP6K1 kinase, ADP-Glo luminescence, 2 h; hits give low values | 140,000 tested, 0.81% active; in the data active = activity change below about -25%
# Target sequence (Q92551 whole entry, looked up): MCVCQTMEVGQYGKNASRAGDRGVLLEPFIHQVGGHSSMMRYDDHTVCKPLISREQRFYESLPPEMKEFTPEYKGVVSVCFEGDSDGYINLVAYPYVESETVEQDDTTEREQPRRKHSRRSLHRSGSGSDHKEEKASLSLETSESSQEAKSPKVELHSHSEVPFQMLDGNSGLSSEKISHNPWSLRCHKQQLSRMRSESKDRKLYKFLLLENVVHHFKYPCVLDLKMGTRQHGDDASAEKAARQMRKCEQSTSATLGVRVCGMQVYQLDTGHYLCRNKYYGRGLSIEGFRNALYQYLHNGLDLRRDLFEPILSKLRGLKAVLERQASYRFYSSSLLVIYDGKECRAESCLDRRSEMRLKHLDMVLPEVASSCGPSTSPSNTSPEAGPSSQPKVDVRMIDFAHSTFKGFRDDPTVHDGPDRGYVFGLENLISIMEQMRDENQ
#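 ADP-Glo luminescence measures ADP made by human IP6K1 during a 2 h RT reaction with ATP/IP6 (mix at 1.3 mM/130 uM); top library doses 57.5 and 19.1 uM final.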
# GPT2 inh: GPT2 alanine aminotransferase inhibition; Q8TD30; 100,000 tested, 0.25% active; Recombinant GPT2, coupled pyruvate oxidase/HRP Amplex Red fluorescence; AID 1671188; Potency, µM (titrated, usually from 57.7 µM), for the others: at the highest dose activity change, negative = inhibition, most hits filed as inhibitors; also: potency is read from the fitted curve at half-maximal effect; nearly all actives have a fitted effect of over 60% in size; many of its hits are not listed in these tables
#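 Recombinant GPT2 (10ng/uL) with 250uM a-KG and 2mM L-alanine, 30 min at room temperature, in HEPES pH 7.5 buffer. Pyruvate detected by pyruvate oxidase/HRP/Amplex Red fluorescence after 30 min in the dark; AOA (50uM) as positive control.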
# SNCA expr inh: reduces expression of the alpha-synuclein gene; HEK-293 SNCA-luciferase knock-in, luminescence, 24 h; 140,000 tested, 0.17% active; Potency, µM (series often up to 57.2 µM), inactives show at the highest dose activity change, negative = inhibition, most hits filed as inhibitors;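 also: potency is read from the fitted curve at half-maximal effect; plate controls were DMSO cells for no effect and cell-free wells for full effect; nearly all actives have a fitted effect of over 45% in size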
# SNCA viab count: reduces viability of HEK-293 SNCA reporter cells | HEK-293-SNCA-luc viability, GF-AFC fluorescence, 24 h | Potency, µM (doses to about 57.1 µM), inactives show top-dose activity change, negative = cytotoxicity, usual class: cytotoxic | 150,000 tested, 0.12% active | AID 1671193;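 also: potency is read from the fitted curve at half-maximal effect; 0% = DMSO-treated cells and -100% = medium-only wells without cells; nearly all actives have a fitted effect of over 30% in size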
#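 HEK-293-SNCA-luc cells (1500/well) plated 24 h, then exposed 24 h to a dilution series; GF-AFC added 30 min at 37C, fluorescence 405/540 nm; normalised to medium-only and DMSO wells, Hill fit.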
# NIH3T3 tox: cytotoxic compounds in NIH 3T3 cells; Potency, µM (series often up to 96.7 µM), for the others: top-dose activity change, negative = cytotoxicity, usual class: inhibitors; 94,000 tested, 4.3% active; NIH 3T3 viability, CellTiter-Glo ATP luminescence, 48-72 h; also: potency is read from the fitted curve at half-maximal effect; nearly all actives have a fitted effect of over 55% in size
#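 Luminescent ATP readout (CellTiter-Glo, 10 min RT) after 48 or 72 hr compound exposure of NIH 3T3 cells seeded at 400 cells/well in 1536-well format; quantitative HTS.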
# HEK cytotox: HEK 293 cell cytotoxicity; HEK 293 viability, ATP luminescence (CellTiter-Glo), 48-72 h; Potency, µM (doses to about 115 µM), without a hit: at the highest dose activity change, negative = cytotoxicity, hits mostly inhibitors; 94,000 tested, 6.6% active; AID 1345083; also: potency is read from the fitted curve at half-maximal effect; nearly all actives have a fitted effect of over 60% in size
#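 Viability of HEK 293 cells, plated at 250 cells/well, was judged by cellular ATP after compound treatment for 48 or 72 hr. Luminescence was imaged 10 min after CellTiter-Glo addition at room temperature.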
# FLuc inh: Photinus pyralis luciferase inhibition; Potency, µM (series often up to 115 µM), for inactives: top-dose activity change, negative = inhibition, most hits filed as inhibitors; 76,000 tested, 2.5% active; P08659; purified P. pyralis luciferase, luminescence, biochemical; also: potency is read from the fitted curve at half-maximal effect; nearly all actives have a fitted effect of over 65% in size
# Target sequence (P08659 whole entry, looked up): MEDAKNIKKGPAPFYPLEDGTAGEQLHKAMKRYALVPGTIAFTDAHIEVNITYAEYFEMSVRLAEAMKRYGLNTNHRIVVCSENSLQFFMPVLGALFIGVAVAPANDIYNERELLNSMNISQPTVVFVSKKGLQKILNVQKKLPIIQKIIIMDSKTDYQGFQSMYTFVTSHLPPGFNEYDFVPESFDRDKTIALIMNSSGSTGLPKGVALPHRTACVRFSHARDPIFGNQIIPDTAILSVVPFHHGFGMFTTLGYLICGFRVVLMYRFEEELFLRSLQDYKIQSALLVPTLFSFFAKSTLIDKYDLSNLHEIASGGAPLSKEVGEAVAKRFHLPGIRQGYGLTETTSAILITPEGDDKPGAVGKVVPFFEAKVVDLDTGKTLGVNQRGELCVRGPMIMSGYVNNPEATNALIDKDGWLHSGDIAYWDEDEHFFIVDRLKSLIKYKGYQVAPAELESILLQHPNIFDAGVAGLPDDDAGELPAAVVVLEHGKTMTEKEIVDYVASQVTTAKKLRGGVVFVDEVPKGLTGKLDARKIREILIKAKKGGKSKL
#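 Luminescence read by CCD imaging after purified firefly luciferase (10nM final) was added to substrate buffer holding 10uM D-luciferin and 10uM ATP, pH 7.5, pre-dosed with compound.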
# * hit, by the source's call; i = inactive; ? = inconclusive; nt = no result given; [ ] = another dose, or the depositor's remark. Unless noted, calls follow the shape of the dose curve; as a rule, active = well fitted curve in the direction sought with a large enough effect; inconclusive = small, poorly fitted or top-dose-only effect, or another doubt; inactive = no such curve, though single readings can be large; an effect the other way counts as inactive or inconclusive. Unless noted, % is scaled to controls: 0 for no effect and ±100 for the full control effect. Compounds as they come; overall some 7.7% were active at least once.
SMILES,IP6K1 inh,GPT2 inh,SNCA expr inh,SNCA viab count,NIH3T3 tox,HEK cytotox,FLuc inh
COCCO[C@H]1C(=O)N(C2CCN(Cc3c[nH]c4ccccc34)CC2)[C@H]1c1ccncc1,9,i,7%,-4%,4%,-7%,-5%
O=C1Cc2c(-c3ccccc3Oc3ccccc3)n[nH]c2CN1Cc1ccccn1,-1,-11%[88.5 µM],-10%[87.6 µM],4%[87.6 µM],?,?,-2%[172 µM]
C=CCC1(C(=O)O)CCCN(C(=O)c2cn(CCN)nn2)C1 (configuration not stated),0,-12%,-17%,-13%,-1%,0%,4%
CC(C)NC(=O)C[C@@H]1C[C@H]2O[C@H](CNCc3ccccc3Cl)[C@@H](O)[C@H]2O1,-5,i,-2%[87.6 µM],-2%[87.6 µM],i,-16%[172 µM],-1%[172 µM]
OCCc1cc(CC2(NC3CCOCC3)COC2)no1,-4,i,20%[87.6 µM],4%[87.6 µM],-1%[230 µM],-14%[230 µM],-2%[230 µM]
COC(=O)c1ccc2c(c1)nc1n2[C@@H](CNC(=O)c2ccc(F)cc2)COC1,0,i,6%[87.6 µM],0%[87.6 µM],-9%[138 µM],-19%[172 µM],0%[172 µM]
COc1ccccc1N=C1SC(C(=O)Nc2ccccc2OC)CC(=O)N1C (configuration not stated),15,nt,-9%,-4%,nt,nt,nt
COc1cc(CNC(=O)C2Cn3cccc3C(=O)N2)cc(OC)c1 (configuration not stated),-1,4%,4%,-5%,-7%,-9%,5%
COc1ccccc1CNC(=O)C1CCCN1Cc1ccc(-c2cc(C)cc(C)c2)cc1 (configuration not stated),-4,2%,2%,1%,40µM*,40µM*,nt
O=C([C@H]1C[C@H](Oc2ccccc2)CN1C(=O)C1CCC1)N1CCOCC1,3,1%,-5%,-24%,-16%,-38%,6%
CC(NC(=O)c1ccccc1NC(=O)c1nsc2ccccc12)c1ccccc1 (configuration not stated),-3,nt,0%,-3%,nt,nt,nt
Cc1cccc(CC(=O)N2CC(C(=O)NC3CCCCC3)C3(CCOCC3)C2)c1 (configuration not stated),7,i,17%,-4%,i,-2%,-3%
O=C(NC1CCCC1)[C@@H]1CCCN1c1nccc(Nc2ccccc2Cl)n1,-3,2%,-5%,2%[12.5 µM],?,?,nt
O=S(=O)(c1cccnc1)N1CCC(N2CC(OCC3CC3)C23CCOCC3)CC1 (configuration not stated),0,0%,-5%,?,i,1%,0%
COc1cccc(C(=O)NCc2cccnc2Oc2ccc(C)nc2)c1C,5,-2%,6%,2%,-8%,i,-4%
CCc1nc(CCNC(=O)CC2COCCN2S(=O)(=O)C2CC2)no1 (configuration not stated),10,-6%,-9%,1%,1%,-24%,11%
CC1CCc2nn(CC(=O)Nc3ccccc3Cl)cc2C1 (configuration not stated),17,nt,20%,-2%,nt,nt,nt
c1ccc(OCCCCN2CCOCC2)c(CNC2CCNC2)c1 (configuration not stated),23,-5%,15%,-11%,0%,i,-8%
CC(C)(CC(=O)O)CC(=O)N1CCN2C(=O)c3cc(-c4ccccc4F)ccc3NC(=O)[C@@H]2C1,-16,i,14%,5%,0%,i,-7%
CC1Oc2ccc(NC(=O)c3ccccc3F)cc2CN(C2CCCc3ccccc32)C1=O (configuration not stated),23,i,9%,-1%,?,?,-7%
CCc1ccccc1S(=O)(=O)N1CCC2(CC1)CN(C(C)=O)CC2COC (configuration not stated),26,i,20%,12%,?,-18%,2%
CCCCS(=O)(=O)N1C[C@@H](C(N)=O)[C@H](c2n[nH]c(C)n2)C1,14,1%,-27%,3%,i,i,-9%
O=C(Nc1ccc2nc(SCC(=O)N3CCCC3)sc2c1)c1cccc(Br)c1,19,nt,-4%,?,nt,nt,nt
COc1cc2c(cc1OC)n(CC(=O)c1cccc(Cl)c1)c(=O)n1nc(CCn3nc(C)cc3C)nc21,-6,nt,-18%,-3%,nt,nt,nt
O=C(c1cc(F)ccc1F)N1CCCC(Cc2nc(C3CCOCC3)no2)C1 (configuration not stated),20,2%,17%,-7%,-6%,?,2%
# Continued.
SMILES,IP6K1 inh,GPT2 inh,SNCA expr inh,SNCA viab count,NIH3T3 tox,HEK cytotox,FLuc inh
COCCN1CC(CO)C2(CCN(Cc3ccc(C#N)cc3)CC2)C1 (configuration not stated),3,0%,16%,-4%[12.5 µM],-20%,?,-9%
COc1nccnc1NC1CCN(C(=O)COc2ccccc2C)CC1,1,i,-6%,-1%,-9%,-7%,-11%
CCOC(=O)[C@@H]1CN(C(=O)CC(C)(C)C)[C@H]2c3ccccc3O[C@@H]12,11,nt,nt,nt,?,-20%,nt
Cc1ccc(NC(=O)Cn2c(-c3ccc(F)cc3)nc(C)cc2=O)c(Cl)c1,-2,i,-13%,-9%,?,?,-10%
CN(C)C[C@@H]1CN(c2ccncn2)C[C@H]1NC(=O)c1ccc(F)cc1Cl,3,-4%,-4%,5%,-3%,-4%,3%
Cc1ccc(-c2c(C(=O)Nc3ccc(F)cc3)nc3sccn23)cc1,19,1%,-27%,-7%,?,?,nt
Clc1ccccc1-c1nc(Nc2ccccc2)nc2ccc(Br)cc12,18,nt,49%[activator],10%,nt,nt,nt
O=C(CSc1nnc(-c2ccncc2)n1-c1ccccc1)Nc1ccc(F)cc1,18,nt,10%,3%,nt,nt,nt
CC(=O)N(C1CCOCC1)C1CCN(S(=O)(=O)c2ccc(F)c(F)c2)CC1,18,-6%,?,23%,-25%,-2%,nt
Cc1ccc2oc(C(=O)N(C)Cc3nc(-c4cccnc4)no3)c(C)c2c1,5,3%[11.5 µM],3%,8%,?,?,-6%
COc1cccc(CNC(=O)c2ccc(NC(=O)N3CC(C)Sc4ccccc43)cc2)c1 (configuration not stated),9,nt,-29%,-3%,nt,nt,nt
O=C(NCCc1ccco1)C1CC(=O)N(c2n[nH]c3cccc(F)c23)C1 (configuration not stated),5,-3%,7%,15%,-17%,-2%,-2%
O=C(NCCC1CCCCC1)c1c[nH]c2ncccc12,7,-26%[88.5 µM],97%[activator][87.6 µM],0%[87.6 µM],?,71µM*,5.6µM*
Cc1ccc(F)cc1S(=O)(=O)N1CCC(CC(=O)NCc2ccccc2)C1 (configuration not stated),-3,i,-11%,-8%[12.5 µM],-20%,?,-3%
Cc1ccc(C(=O)N2C[C@H]3CN(C4CCOCC4)C[C@@]3(C(=O)O)C2)cc1,12,?,-15%,3%,0%,-4%,0%
COCCN(C)C[C@@H]1CN(C(=O)c2ccc(Cl)cc2)C[C@@H]1CO,-5,-5%,?,6%,2%,0%,2%
O=C1NC2(CCN(Cc3cncs3)CC2)Oc2ccccc21,15,2%[88.5 µM],-12%[87.6 µM],-4%[87.6 µM],-28%[138 µM],-9%[172 µM],-1%[172 µM]
COC[C@@H]1OC[C@@]2(C)C3CC[C@@H](O)[C@@H](CC(=O)N4CCCCC4)[C@]3(C)CC[C@H]2O1 (some centres not stated),-8,3%[88.5 µM],13%[87.6 µM],-5%[87.6 µM],-25%[174 µM],3%[172 µM],-1%[172 µM]
Cc1ccc(-c2nnc(C3CN(C(=O)Cc4cccc(F)c4)CC34CCOCC4)o2)cc1 (configuration not stated),12,-16%,-4%,-6%,-10%,-16%,-1%
O=C1Cc2c(-c3ccccc3OCc3ccccc3)n[nH]c2CN1CC1CCOCC1,0,i,31%[activator][87.6 µM],2%[87.6 µM],-21%[138 µM],?,-23%[172 µM]
Cc1cc(Br)ccc1NC(=O)COc1cc(=O)n(C)c2ccccc12,-9,nt,-15%,-5%,nt,nt,nt
COc1cccc(Nc2ccc3c(n2)C(C)(C(=O)NC2CCN(C)CC2)CN(C)C3)c1 (configuration not stated),3,-3%[88.5 µM],-7%[87.6 µM],-15%[87.6 µM],?,-22%[172 µM],-2%[172 µM]
Cc1ccc2c(c1)-c1c(c(C(=O)NCCc3ccccc3)nn1C)CS2,-2,nt,-9%,10%,nt,nt,nt
CC(C)N(Cc1ccccc1)C(=O)c1cc2ccc3cccnc3c2[nH]1,8,nt,48%[activator],-30%,nt,nt,nt
C(#Cc1cccc(CN2CCOCC2)c1)CCN1CCCCC1,-5,3%,nt,5%,nt,nt,nt
# Remaining list, next part
SMILES,IP6K1 inh,GPT2 inh,SNCA expr inh,SNCA viab count,NIH3T3 tox,HEK cytotox,FLuc inh
CC(C)NC(=O)N(C1CCOCC1)C1CN(C(=O)c2ccnn2C)C1,-5,-9%,-1%,3%,i,?,-10%
N[C@@H](Cc1c[nH]c2ccccc12)C(=O)O,nt,i,27%,-1%,nt,nt,nt
COc1ccc(OCC(=O)Nc2ccc3nn(-c4ccc(OC)cc4)nc3c2)cc1,-3,nt,7%,4%,nt,nt,nt
COCCC1(NC(=O)c2ccco2)CCN(S(C)(=O)=O)CC1,-8,-18%,17%,-16%,-4%,-5%,-12%
NC(=O)COc1cccc(C(=O)N2CCC3(CC2)OCCCC3O)c1 (configuration not stated),5,1%,1%,-4%,0%,-13%,0%
CNC(=O)[C@H]1CN(C(=O)OCc2ccccc2)[C@]2(C)C(=O)N(CCOC)c3ccccc3[C@H]12,5,i,-7%[25.6 µM],7%[23.9 µM],-22%[46.1 µM],?,nt
C=C(C)COc1ccc(C(=O)N2CCN3C(=O)CN(C)C(=O)C3C2)cc1 (configuration not stated),-1,1%[11.5 µM],4%,3%,0%,i,-7%
Cc1ccc(CNC(=O)CC2CCCN(c3cnn(C)c(=O)c3)C2)cc1C (configuration not stated),38,i,11%,0%,-16%,-4%,10%
O=C(c1ccco1)N1CCC(c2noc(CO)n2)C1 (configuration not stated),14,i,7%,3%,-5%,1%,-16%
COC(=O)c1ccccc1C(=O)N1CCCC(CCC(=O)Nc2ccc(F)cc2C)C1 (configuration not stated),-2,-5%,-4%,-8%,-18%,-2%,0%

# Random excerpt: 6 records from the list, in no set order.
SMILES,IP6K1 inh,GPT2 inh,SNCA expr inh,SNCA viab count,NIH3T3 tox,HEK cytotox,FLuc inh
CC(=O)N(C1CCOCC1)C1CCN(S(=O)(=O)c2ccc(F)c(F)c2)CC1,18,-6%,?,23%,-25%,-2%,nt
O=C(CSc1nnc(-c2ccncc2)n1-c1ccccc1)Nc1ccc(F)cc1,18,nt,10%,3%,nt,nt,nt
CNC(=O)[C@H]1CN(C(=O)OCc2ccccc2)[C@]2(C)C(=O)N(CCOC)c3ccccc3[C@H]12,5,i,-7%[25.6 µM],7%[23.9 µM],-22%[46.1 µM],?,nt
COc1cccc(CNC(=O)c2ccc(NC(=O)N3CC(C)Sc4ccccc43)cc2)c1 (configuration not stated),9,nt,-29%,-3%,nt,nt,nt
O=C(c1cc(F)ccc1F)N1CCCC(Cc2nc(C3CCOCC3)no2)C1 (configuration not stated),20,2%,17%,-7%,-6%,?,2%
Cc1cccc(CC(=O)N2CC(C(=O)NC3CCCCC3)C3(CCOCC3)C2)c1 (configuration not stated),7,i,17%,-4%,i,-2%,-3%
